# UCHL1 block: blocks human UCHL1 ubiquitin-rhodamine cleavage; P09936; purified UCHL1, Ub-rhodamine cleavage fluorescence; inhibition, % at 20 µM; 47,000 tested, 0.2% active
# OTUD3 inh: inhibitors of human OTUD3 deubiquitinase; Q5T2D3; purified OTUD3, Ub-rhodamine fluorescence, 2 h; inhibition, % at 25 µM; 47,000 tested, 0.7% active; AID 1645858
# Target sequence (Q5T2D3 whole entry, looked up): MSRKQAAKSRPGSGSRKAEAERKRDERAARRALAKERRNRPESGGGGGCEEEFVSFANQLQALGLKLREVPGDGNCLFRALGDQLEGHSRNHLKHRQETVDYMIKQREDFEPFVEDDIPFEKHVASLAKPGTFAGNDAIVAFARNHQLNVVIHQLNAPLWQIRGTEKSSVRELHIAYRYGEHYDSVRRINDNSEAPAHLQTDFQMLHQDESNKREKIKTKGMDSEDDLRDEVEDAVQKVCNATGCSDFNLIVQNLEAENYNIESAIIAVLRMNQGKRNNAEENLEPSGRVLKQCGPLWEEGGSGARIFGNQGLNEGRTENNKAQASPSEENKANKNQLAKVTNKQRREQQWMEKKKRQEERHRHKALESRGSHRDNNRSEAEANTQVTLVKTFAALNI
# USP17 inh: human USP17-like deubiquitinase inhibition; A8MUK1; purified USP17, Ub-rhodamine cleavage fluorescence, 3 h; inhibition, % at 50 µM; 47,000 tested, 6.5% active; AID 1645855
# Target sequence (A8MUK1 whole entry, looked up): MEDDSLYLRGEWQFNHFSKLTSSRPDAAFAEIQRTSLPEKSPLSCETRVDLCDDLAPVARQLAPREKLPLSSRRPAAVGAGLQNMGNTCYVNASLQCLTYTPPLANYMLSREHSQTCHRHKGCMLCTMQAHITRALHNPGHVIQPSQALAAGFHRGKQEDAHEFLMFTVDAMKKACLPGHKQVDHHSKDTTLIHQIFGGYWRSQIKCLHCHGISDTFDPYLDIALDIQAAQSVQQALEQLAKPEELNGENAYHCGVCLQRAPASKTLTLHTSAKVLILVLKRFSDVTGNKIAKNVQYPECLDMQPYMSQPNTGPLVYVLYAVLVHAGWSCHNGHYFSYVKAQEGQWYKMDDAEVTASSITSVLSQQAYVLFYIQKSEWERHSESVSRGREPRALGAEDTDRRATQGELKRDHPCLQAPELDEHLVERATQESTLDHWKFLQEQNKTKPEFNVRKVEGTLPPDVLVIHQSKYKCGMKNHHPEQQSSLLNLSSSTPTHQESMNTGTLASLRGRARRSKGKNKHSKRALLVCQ
# USP8 inh: inhibitors of human USP8 deubiquitinase. P40818. 47,000 tested, 4.2% active. purified USP8, Ub-rhodamine cleavage fluorescence, 30 min. inhibition, % at 20 µM
# USP28 inh: inhibitors of human USP28 deubiquitinase | Q96RU2 | purified USP28, Ub-rhodamine cleavage fluorescence, 30 min | inhibition, % at 25 µM | 47,000 tested, 3% active
# USP10 inh: human USP10 deubiquitinase inhibition; Q14694; purified USP10, Ub-rhodamine fluorescence, 60 min; inhibition, % at 20 µM; 47,000 tested, 1.1% active; AID 1645856
# USP7 block: inhibitors of human USP7 deubiquitinase; purified USP7, Ub-rhodamine cleavage fluorescence; AID 1645854; Q93009; inhibition, % at 20 µM; 47,000 tested, 0.3% active
# USP30 block: blocks human USP30 ubiquitin-rhodamine cleavage | purified USP30, Ub-rhodamine cleavage fluorescence | 47,000 tested, 5.3% active | inhibition, % at 25 µM | Q70CQ3
# Starred values were filed as active, the others as inactive; i = inactive; . = no result given. Rule as the data show it: active = inhibition above about 30%; inactive = the rest.
canonical_smiles	UCHL1 block	OTUD3 inh	USP17 inh	USP8 inh	USP28 inh	USP10 inh	USP7 block	USP30 block
Cc1cccc(Nc2cc(C3CCN(C(=O)c4cncnc4)CC3)ccn2)n1	1	9	9	15	8	2	3	32*
CCn1c(C)c(-c2nc(C3CC3)no2)c(S(=O)(=O)N2CCC(C)CC2)c1C	1	4	11	18	10	0	-12	10
O=C(/C=C/c1ccc(Cl)cc1)N1CCc2ccccc2C1	-2	0	.	3	0	4	-4	5
O=C(c1cc2ccccc2[nH]1)N1CCCC1c1ccc2c(c1)OCCO2 (stereo not drawn)	7	2	9	20	4	2	14	-13
CCC12CN3CC(C)(CN(C1)C3c1ccc(OCc3ccccc3)cc1)C2=O (stereo not drawn)	1	13	23	18	17	1	3	18
Cc1sc(NC(=O)CNc2ccccc2)nc1-c1ccc2c(c1)CCN2C(=O)C1CCCCC1	10	-2	47*	63*	10	14	-31	-2
Cc1ccc(-c2nnc(-c3occc3C)o2)cc1	1	10	17	-1	12	0	-9	-9
Cc1noc(-c2cccnc2-n2ncc(C(=O)NCc3ccc(F)cc3)c2C)n1	0	12	3	11	16	-4	-3	6
Cc1ccc(Cn2c(=O)c3ccccc3n3c(CCC(=O)N4CCOCC4)nnc23)cc1	0	6	-5	2	-1	0	-4	14
CCc1ccc(CNC(=O)c2cc(=O)nc3sc(N4CCCCC4)nn23)cc1	1	16	11	-176	24	2	-25	27
Cn1c(=O)c(N2CCC(C(=O)NCc3ccc(F)cc3)CC2)nc2cccnc21	0	10	17	8	1	-1	1	-6
CCn1cc2nc(SCC(=O)N3CCCC3)n(Cc3ccc(OC)cc3)c(=O)c2n1	1	9	16	0	0	0	5	30
Cc1cc(C)n(-c2ccnc(N3CCC(C(=O)NC4CC4)CC3)n2)n1	-1	0	3	0	-2	0	2	0
O=C1N[C@H]2CCCN(C(=O)CCCn3cccn3)[C@H]2CCCCCOc2ccccc21	1	7	7	12	3	1	0	20
Cc1ccc(/C=C/c2nc3ccccc3n2S(=O)(=O)c2ccc3c(c2)OCCO3)cc1	4	14	19	17	12	8	9	20
COc1ccccc1N1CCN(C(=O)CSc2nc3ccccc3[nH]2)CC1	-1	-4	0	-3	-1	-2	3	-7
CCC(=O)Nc1ccc2c(c1)nc(CCN1CCCC1)n2C	-4	-16	-21	-15	-22	-4	-3	-43
O=C(Nc1ccc(-n2cccc2)cc1)c1cccc([N+](=O)[O-])c1	-4	0	8	31*	8	19	0	37*
Cn1cc(CN2CCC3(CCCN(C(=O)c4cnccn4)C3)C2)cn1 (stereo not drawn)	0	-7	-10	0	-5	1	-1	2
O=C(NC1CC1)c1nc(-c2ccc3[nH]ccc3c2)no1	1	6	6	0	9	6	-2	16
O=C(CSc1ncc(-c2ccc(F)cc2)[nH]1)N1CCCC1	2	15	3	-1	7	-1	-3	25
COc1cccc(NC(=O)c2ccc3c(c2)N(S(C)(=O)=O)CC3)c1	4	18	30*	15	27	1	3	17
CCn1c(=O)n(CC(=O)N(C)C2CCCCC2)c(=O)c2cnc(-c3ccccc3)nc21	2	10	6	19	13	-1	0	-6
Cc1nc(-c2noc3ccc(C(=O)N4CCC(N(C)C)CC4)cc23)cs1	0	6	-2	-41	9	-1	1	15
O=C(CCN1C(=O)c2cccnc2Sc2ccccc21)NCc1ccc(F)cc1	0	3	3	5	-2	0	-1	-5
CS(=O)(=O)N1CCN(c2ccccc2NC(=O)COc2cccc3ccccc23)CC1	3	6	14	21	1	5	-1	10
CC(C)c1noc(-c2ccnc(-n3cnc(C(=O)NC4CC4)c3)c2)n1	-2	0	-1	0	1	0	-1	5
Cc1ccc(-c2nc(Cn3cnc4cc(F)ccc4c3=O)cs2)cc1	-11	-31	-25	0	-38	-3	1	-133
CC(=O)Nc1nsc(N2CCC(C(=O)NCc3ccccc3)CC2)n1	-5	-2	-1	-8	-8	-2	-1	-8
CCOC(=O)c1[nH]c2c(c1Cc1ccccc1OC)C(=O)CC(C)(C)C2	8	0	37*	2	.	1	-14	.
Cc1cc(C2CC(=O)Nc3c2c(C)nn3-c2nc3ccccc3[nH]2)c(C)s1 (stereo not drawn)	-1	-11	51*	30*	-9	3	1	-10
Cc1ccc(CNc2ncnc3cc(Cl)ccc23)o1	-4	-2	17	-6	0	-3	-2	29

# For convenience, some entries already given.
canonical_smiles	UCHL1 block	OTUD3 inh	USP17 inh	USP8 inh	USP28 inh	USP10 inh	USP7 block	USP30 block
Cc1cc(C)n(-c2ccnc(N3CCC(C(=O)NC4CC4)CC3)n2)n1	-1	0	3	0	-2	0	2	0
O=C1N[C@H]2CCCN(C(=O)CCCn3cccn3)[C@H]2CCCCCOc2ccccc21	1	7	7	12	3	1	0	20
Cc1ccc(/C=C/c2nc3ccccc3n2S(=O)(=O)c2ccc3c(c2)OCCO3)cc1	4	14	19	17	12	8	9	20
COc1ccccc1N1CCN(C(=O)CSc2nc3ccccc3[nH]2)CC1	-1	-4	0	-3	-1	-2	3	-7
CCC(=O)Nc1ccc2c(c1)nc(CCN1CCCC1)n2C	-4	-16	-21	-15	-22	-4	-3	-43
O=C(Nc1ccc(-n2cccc2)cc1)c1cccc([N+](=O)[O-])c1	-4	0	8	31*	8	19	0	37*
Cn1cc(CN2CCC3(CCCN(C(=O)c4cnccn4)C3)C2)cn1 (stereo not drawn)	0	-7	-10	0	-5	1	-1	2
O=C(NC1CC1)c1nc(-c2ccc3[nH]ccc3c2)no1	1	6	6	0	9	6	-2	16
O=C(CSc1ncc(-c2ccc(F)cc2)[nH]1)N1CCCC1	2	15	3	-1	7	-1	-3	25
COc1cccc(NC(=O)c2ccc3c(c2)N(S(C)(=O)=O)CC3)c1	4	18	30*	15	27	1	3	17
CCn1c(=O)n(CC(=O)N(C)C2CCCCC2)c(=O)c2cnc(-c3ccccc3)nc21	2	10	6	19	13	-1	0	-6
Cc1nc(-c2noc3ccc(C(=O)N4CCC(N(C)C)CC4)cc23)cs1	0	6	-2	-41	9	-1	1	15
O=C(CCN1C(=O)c2cccnc2Sc2ccccc21)NCc1ccc(F)cc1	0	3	3	5	-2	0	-1	-5
CS(=O)(=O)N1CCN(c2ccccc2NC(=O)COc2cccc3ccccc23)CC1	3	6	14	21	1	5	-1	10
CC(C)c1noc(-c2ccnc(-n3cnc(C(=O)NC4CC4)c3)c2)n1	-2	0	-1	0	1	0	-1	5
Cc1ccc(-c2nc(Cn3cnc4cc(F)ccc4c3=O)cs2)cc1	-11	-31	-25	0	-38	-3	1	-133
CC(=O)Nc1nsc(N2CCC(C(=O)NCc3ccccc3)CC2)n1	-5	-2	-1	-8	-8	-2	-1	-8

# Just OTUD3 inh (2 entries from above):
mol	OTUD3 inh
Cc1ccc(Cn2c(=O)c3ccccc3n3c(CCC(=O)N4CCOCC4)nnc23)cc1	6
CCc1ccc(CNC(=O)c2cc(=O)nc3sc(N4CCCCC4)nn23)cc1	16

# Remaining list, next part
canonical_smiles	UCHL1 block	OTUD3 inh	USP17 inh	USP8 inh	USP28 inh	USP10 inh	USP7 block	USP30 block
CSc1ccccc1NC(=O)c1ccc(N2CCCC2)nn1	1	7	57*	-32	3	0	2	77*
COc1cc(C2CCN(S(=O)(=O)c3ccccc3)CC2)on1	3	13	14	22	17	0	3	23
COc1ccc(CNC(=O)N2CC(c3nc(C)no3)C3(CCOCC3)C2)cc1 (stereo not drawn)	-1	0	-1	0	-4	-3	-1	0
COc1ccc(NC(=O)Cn2cc(C(=O)c3ccccc3)c(=O)c3cc(Cl)ccc32)cc1OC	6	-8	-1	15	-16	33*	7	-11
COc1ccc(-c2noc(-c3ccc(N4CCC5(CC4)OCCO5)nc3)n2)cc1	2	13	15	17	9	-1	7	34*
COc1cc2ccccc2cc1C(=O)NCc1ccccc1	2	19	17	7	26	8	7	27
COc1cccc(S(=O)(=O)N2C[C@@H]3C[C@H]2C[C@@H]3NC(=O)c2ccccc2)c1	-5	-12	-1	-13	-12	-2	-6	-48
Cn1c(=O)c2c(ncn2CC(=O)NC2CCCc3ccccc32)n(C)c1=O (stereo not drawn)	0	7	13	1	82*	0	1	17
C=CCC(C(=O)OC)(C(=O)OC)c1ccccc1[N+](=O)[O-]	4	12	-1	-55	4	0	7	17
COc1cccc(NC(=O)c2cn3c(n2)CCCC3)c1	-1	-10	-6	0	-6	-3	0	-6
O=C(NC1CCSC1)c1ccccc1Cl (stereo not drawn)	1	6	14	2	.	0	0	.
O=C(c1cc2cc(Cl)ccc2o1)N1CCCC1	-3	10	5	3	4	-5	-15	14
Cc1nn(-c2ccccc2)c(C)c1S(=O)(=O)N1CCN(c2ccccn2)CC1	0	-4	-17	-29	-8	-1	21	-17
Cn1ccnc1CN1C(=O)CO[C@H]2CN(Cc3c[nH]c4ccccc34)C[C@H]21	0	7	-49	-195	-1	0	-1	9
Cc1ccc2nc(CN3CCN(C(=O)Nc4ccccc4F)CC3)oc2c1	2	11	-17	-82	14	4	3	15
COc1cccc(N2CCN(c3ccc4nnc(CCC(=O)N5CCCC5)n4n3)CC2)c1	4	9	0	15	7	0	5	22
Cc1ccc(NC(=O)c2cccc(-n3cnnc3)n2)cc1	-1	3	4	0	.	0	3	.
CC1(C)CC(=O)[C@]2(C)CC[C@]3(C)C(=CC[C@@H]4[C@@]5(C)CC[C@H](O)[C@](C)(CO)[C@@H]5CC[C@]43C)[C@@H]2C1	-5	0	-7	-19	-5	-8	3	-5
CC(C)c1noc(-c2ccc(OCC(=O)N3CCN(c4ccccc4F)CC3)cc2)n1	0	1	4	3	-2	0	0	0
CC(C(=O)Nc1ccc(S(N)(=O)=O)cc1)N1CCc2ccccc21 (stereo not drawn)	-1	-11	-9	-3	-10	-1	-2	-17
CNc1nc(N2CCCCCC2)nc(N(c2ccccc2)c2ccccc2)n1	7	2	5	6	-1	3	-5	6
C[C@H](NC(=O)c1ccccc1F)c1nc2cc(-c3ccccc3F)ncn2n1	0	-4	5	1	-4	6	2	-2
N#Cc1cccnc1N1CCC(C2CCCCCN2C(=O)c2ccccc2)CC1 (stereo not drawn)	3	-3	-24	-19	-12	4	0	0
COc1cc2nc(NC(=O)c3ccc(F)cc3Cl)sc(=O)c2cc1OC	6	19	62*	27	78*	5	-6	92*
c1ccc(Nc2nc(Nc3ccccc3)nc(N3CCCCCC3)n2)cc1	7	6	3	12	6	14	8	6
Clc1ccc(CSc2nc3c(c(N4CCOCC4)n2)CCCC3)cc1	4	12	8	7	16	6	-4	16
O=C(CC1c2ncccc2C(=O)N1c1ccccc1)NCc1ccc(F)cc1 (stereo not drawn)	0	4	-39	-219	-8	1	-11	-16
O=C(CCCc1nnc2c(=O)n(-c3cccc(F)c3)ccn12)NCCc1ccccc1	-3	3	-1	-2	-5	-5	3	-22
CC1Cc2ccccc2N1C(=O)COC(=O)c1ccc2ccccc2n1 (stereo not drawn)	0	-4	-6	-4	11	0	-5	-6
COc1cccc(-c2noc(-c3occc3Br)n2)c1	3	15	40*	5	30	-2	-23	4
Cc1ccc(NC(=O)c2cc(C3CC3)n3nccc3n2)c(F)c1	1	5	3	4	2	-3	0	14
COc1ccc(C)cc1NC(=O)c1sc(Nc2ccc(F)cc2)nc1C	2	0	-17	1	-11	-4	-8	-57
O=C(c1ccc2ccc(N3CCOCC3)n2c1)N1CCOCC1	-23	-144	-148	-45	-165	-4	-22	i
Cc1csc(C2(NC(=O)Cc3cc(C)on3)CCCC2)n1	0	-11	31*	75*	-7	-7	-8	-70
CCc1noc(Cn2cnc3c4ccccc4n(CC(=O)NC4CCCCC4)c3c2=O)n1	4	25	46*	22	53*	18	-4	69*
COc1ccc(CC(=O)OC(C(=O)c2c[nH]c3ccccc23)c2ccccc2)cc1 (stereo not drawn)	-4	-67	-122	-43	-112	-10	3	-413
Cc1ccc(Cl)cc1NC(=O)CSc1ncnc2c1oc1ccccc12	0	1	31*	4	5	2	3	5

# Compounds were not picked by outcome (roughly 14% active in at least one column).
